# Screens deposited in PubChem by Sanford-Burnham Center for Chemical Genomics.
# ER stress death – ER stress cell death inhibition. AID 1010. relative survival (cellular ATP), % at 15 µg/mL (by protocol). CSM14.1 thapsigargin ER stress survival, ATP luminescence. 48,000 compounds, 0.33% hits;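 active = survival measured by cellular ATP above 50% at 15 µg/ml in the first screen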;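 note: cell death triggered by about 15 µM thapsigargin; ATP read 24 h after thapsigargin was added; plate controls were thapsigargin with DMSO for no effect and DMSO without thapsigargin for full effect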
# Active calls of the source: *. These rows are one share of the data, so the mix of outcomes need not match the whole.
item	structure	ER stress death
1	COc1cccc(/C=C2/C(=O)NC(=O)N(c3cc(C)cc(C)c3)C2=O)c1O	2
2	COc1ccc(N(CC(=O)N2CCOCC2)S(C)(=O)=O)c(OC)c1	12
3	O=C(NC(NC(=S)Nc1ccccc1)C(Cl)(Cl)Cl)c1ccccc1F (configuration not stated)	11
4	O=C(/C=C/c1cc2c(cc1[N+](=O)[O-])OCCO2)c1c(-c2ccccc2)c2cc(Cl)ccc2[nH]c1=O	-4
5	CSc1nsc(SC)c1NC(=O)OCCN1CCOC1=O	15
6	O=c1[nH]c(Nc2nc3ccccc3o2)nc2ccccc12	3
7	CC1=C(C(=O)OC(C)C(C)(C)C)C(c2ccc(Cl)cc2)NC(=O)N1 (configuration not stated)	-7
8	CCC(=O)N1N=C2c3cc(OC)ccc3CCC2C1c1ccc(F)cc1 (configuration not stated)	1
9	CC1=C(C(=O)OC2CCCCCC2)C(c2ccccc2)NC(=O)N1 (configuration not stated)	1
10	O=C(/C=C/c1ccccc1)NC(=S)Nc1cccnc1	5
11	O=C(O)c1cc(-c2ccc(Cl)cc2)nc2ccc(Br)cc12	7
12	O=C(NC12CC3CC(CC(C3)C1)C2)c1ccc(F)cc1	2
13	CSc1nnc(-c2ccccc2)c(-c2ccccc2)n1	6
14	Ic1cccc(/C=N/n2cnnc2)c1	2
15	Cc1nn(C(=O)c2ccnn2C)c(C)c1Br	5
16	COc1ccc(/C=C2\SC(=S)N(CCCC(=O)Nc3ccccc3)C2=O)cc1	9
17	COc1ccc(CCNC(=O)C(=O)N2CCCCCC2)cc1OC	9
18	CCOC(=O)C(=CNc1ccc(OCc2ccccc2)cc1)C(=O)OCC	-1
19	COC(=O)C1=C(C)N(C)C(C)=C(C(=O)OC)C1c1ccc(OCc2ccccc2)cc1	0
20	CCOC(=O)N/N=C/c1ccc(F)cc1	-4
21	CC1=NN(C(=O)CCc2ccccc2)C(O)(c2cccnc2)C1 (configuration not stated)	8
22	CCS(=O)(=O)Nc1ccc(Cc2ccncc2)cc1	8
23	CCOC(=O)COc1ccc(/C=C2\C(=O)NC(=O)N(c3cc(C)cc(C)c3)C2=O)cc1Br	-10
24	CCOC(=O)c1c(NC(=O)CCCC(=O)O)sc2c1CCC(C(C)(C)C)C2 (configuration not stated)	2
25	O=C1CN(C(=O)CNC(=O)c2ccccc2)CC(=O)N1	9
26	CCN(CC)C1CC(=O)N(c2ccc(Cl)cc2)C1=O (configuration not stated)	3
27	COc1ccc(OC)c(/C=c2\sc3nc4c(Br)c(C)c(C)cc4n3c2=O)c1	3
28	Cc1ccccc1C(=O)Nc1cccc(NC(=O)c2ccc(Cl)c([N+](=O)[O-])c2)c1	2
29	Cc1cc2nc(Nc3nc4ccccc4c(=O)[nH]3)nc(C)c2cc1C	-1
30	CC(=O)Nc1ccc(S(=O)(=O)N2CCN(c3ccc(F)cc3)CC2)cc1	4
31	COc1ccc(C2CC(=O)C3=C(C2)Nc2ccccc2NC3c2ccc(F)cc2)cc1OC (configuration not stated)	13
32	COc1ccc(NC(=S)NC(NC(=O)c2ccccc2F)C(Cl)(Cl)Cl)cc1 (configuration not stated)	0
33	O=C(O)C1Nc2ccc([N+](=O)[O-])cc2C2C=CCC12 (configuration not stated)	1
34	O=C(CSc1nsc(SCC(=O)Nc2ccc(F)cc2)n1)Nc1ccc(F)cc1	0
35	O=C(Nc1ccccc1)Nc1nnc(SCc2ccc(F)cc2)s1	4
36	Cc1cccc(-n2c(C)cc(/C=N\NC(=O)c3ccco3)c2C)c1	-4
37	C=CCc1cccc2cc(C(=O)OCc3ccccc3)c(=O)oc12	2
38	Cc1cccc(NC(=O)c2ccc(S(=O)(=O)N(C)C)cc2)n1	2
39	COc1cccc(/C=C2\SC(=S)N(NC(=O)c3ccc([N+](=O)[O-])cc3)C2=O)c1	17
40	O=C(O)CCSc1nc2ccc(NC(=O)c3ccccc3)cc2s1	3
41	CC(C)(C)C1=CC2(C=C(C(C)(C)C)C1=O)Nc1cccc3cccc(c13)N2	-2
42	CN(C)c1ccc(/C=C/c2cc(C(F)(F)F)[nH]c(=O)n2)cc1[N+](=O)[O-]	3
43	O=C(Nc1ccc(N=Cc2ccc([N+](=O)[O-])cc2)cc1)c1ccccc1Br	9
44	Cc1cccc(Cl)c1OCCCCn1ccnc1	1
45	CCCc1ccc(-c2ccc(-c3nc(-c4ccccn4)no3)cc2)cc1	-4
46	Cc1ccc(C)c(NC(=O)COc2cccc(C)c2C)c1	9
47	CCCCCOC(=O)CCCN1C(=O)S/C(=C/c2ccc(OC)cc2)C1=S	4
48	Cc1ccc2nsnc2c1NC(=O)c1ccccc1F	-3
49	COC(=O)c1c(C)oc2ccc(OC/C=C/c3ccccc3)cc12	3
50	O=C(CCC1CCCCC1)Nc1ccncc1	3
51	CCSc1nnc(NC(=O)COC(=O)C(CCSC)NC(C)=O)s1 (configuration not stated)	5
52	COCCCN1C(=O)C(=Cc2c(NCCc3ccccc3)nc3c(C)cccn3c2=O)SC1=S	1
53	COc1ccc2oc(=O)c(-c3cnc(Nc4ccccc4C)s3)cc2c1	11
54	O=C(NCc1ccco1)c1ccc(-c2ccccc2)cc1	-7
55	O=C(COc1ccc(Cl)cc1)N1CCN(c2cccc(Cl)c2)CC1	3
56	S=c1[nH]c2ccccc2n1CCOc1ccc(Cl)cc1	0
57	Cc1oc2ccc(OCc3ccc(Cl)cc3)cc2c1C(=O)O	-1
58	O=C(C1CN(S(=O)(=O)c2ccccc2)CCN1S(=O)(=O)c1ccccc1)N1CCCCCC1 (configuration not stated)	6
59	O=C(Nc1ccc(I)cc1)c1ccc2nccnc2c1	0
60	O=C(c1nn2c(C(F)(F)F)cc(-c3ccc(Br)cc3)nc2c1Cl)N1CCOCC1	-6

# Further compounds.
item	structure	ER stress death
61	COCCCNC(=O)C(=O)Nc1ccccc1F	6
62	O=S(=O)(Nc1ccc2c(c1)OCO2)c1ccccc1	-4
63	COc1ccccc1N1CCN(/N=C\c2cccnc2)CC1	-6
64	COC(=O)COc1ccc(/C=C2\C(=O)NC(=O)N(c3ccc(C)cc3)C2=O)cc1OC	-2
65	CC(=O)Nc1ccc(N2CCN(C(C)=O)CC2)cc1	2
66	Cc1ccc(N2C(=O)/C(=C/c3ccc(Oc4ccc([N+](=O)[O-])cn4)cc3)C(=O)NC2=S)cc1	4
67	Cc1cc(C)n(C(=O)c2ccc(F)cc2)n1	-7
68	CCC(C(=O)N1CCN(c2ccc(F)cc2)CC1)c1ccccc1 (configuration not stated)	1
69	Cc1ccc(S(=O)(=O)NCCOc2ccccc2Cl)cc1[N+](=O)[O-]	9
70	Cc1nc(N)sc1-c1csc(Nc2ccccn2)n1	6
71	COc1ccc2nc(SCC(=O)Nc3ccccc3F)[nH]c2c1	-1
72	Cc1cc(C2C3=C(CC(C)(C)CC3=O)N=C3c4ccccc4C(=O)C32)cc(C)c1O (configuration not stated)	4
73	Cc1n[nH]c(C)c1CCCCCCOc1ccc(F)cc1	3
74	COc1ccc(Br)cc1C(=O)Nc1cc(Cl)cc(Cl)c1	1
75	CCN(CC)C(=O)c1sc(NC(=O)c2cc(Cl)ccc2Cl)c(C#N)c1C	2
76	CCOc1ccc(NC2OC(=O)c3c2ccc(OC)c3OC)cc1 (configuration not stated)	2
77	c1ccc2c(c1)ccc1nnc(-c3ccc4c(c3)OCO4)n12	4
78	CC(=O)C1=C(C)NC(=O)NC1c1cc(Br)ccc1O (configuration not stated)	2
79	CCOc1ccc(N(CC(=O)NCCc2ccccc2)S(=O)(=O)c2ccc(Br)cc2)cc1	-3
80	CCOC(=O)c1c(-c2ccc(Cl)cc2)csc1NC(=O)c1ccccc1OC	-1
81	CC(C)c1ccc(NC(=O)COc2ccc3ccccc3c2)cc1	3
82	Cc1cc(Br)ccc1N1C(=O)/C(=C/c2ccc(F)cc2)C(=O)NC1=S	2
83	Cc1ccc(S(=O)(=O)N/N=C/c2ccc(OC(=O)c3ccccc3[N+](=O)[O-])cc2)cc1	4
84	CC12C(=O)C(C)(C(c3ccccc3)=C1c1ccccc1)C1C(=O)N(c3ccccc3Cl)C(=O)C12 (configuration not stated)	4
85	COc1ccc(Cl)cc1S(=O)(=O)n1cnc2ccccc21	6
86	Cc1cc(OCC(=O)NC2CC(C)(C)NC(C)(C)C2)ccc1Br	-8
87	COc1cc(C(=O)N2CCN(C3CCN(Cc4ccccc4)CC3)CC2)cc(OC)c1OC	0
88	O=C(Nc1sc2c(c1C(=O)Nc1ccc(Cl)cc1)CCC2)c1ccc([N+](=O)[O-])cc1	4
89	Cc1ccccc1-n1c(O)c(C=C2C=CC=N2)c(=O)[nH]c1=S	0
90	Cc1cc(C)nc(Nc2nc(=O)c3ccccc3s2)n1	4

# Structures listed so far containing a COOH group, in the order listed:
item	structure	ER stress death
11	O=C(O)c1cc(-c2ccc(Cl)cc2)nc2ccc(Br)cc12	7
24	CCOC(=O)c1c(NC(=O)CCCC(=O)O)sc2c1CCC(C(C)(C)C)C2 (configuration not stated)	2
33	O=C(O)C1Nc2ccc([N+](=O)[O-])cc2C2C=CCC12 (configuration not stated)	1
40	O=C(O)CCSc1nc2ccc(NC(=O)c3ccccc3)cc2s1	3
57	Cc1oc2ccc(OCc3ccc(Cl)cc3)cc2c1C(=O)O	-1

# Additional entries.
item	structure	ER stress death
91	COc1ccc(C(=O)/C=C/c2sccc2C)cc1OC	4
92	CCSc1nc2sc3c(c2c(=O)n1Cc1ccccc1)CCc1ccccc1-3	0
93	Cc1c(C(=O)Nc2ccc([N+](=O)[O-])cc2)cnn1-c1ccccc1	-2
94	COc1ccc(S(=O)(=O)Nc2ccc(F)c([N+](=O)[O-])c2)cc1	-3
95	CCOC(=O)c1ccccc1NCN1C(=O)CSC1=O	2
96	CN1C(=O)c2ccc(NC(=O)c3ccc(Cl)cc3Cl)cc2C1=O	-1
97	CCC(C)C(C(=O)O)N1C(=O)NC2NC(=O)NC21 (configuration not stated)	3
98	COC(=O)c1cc(Cl)c(NC(=O)c2ccco2)cc1OC	8
99	Cc1noc2c1/C(=N\O)CC(c1ccccc1)C2 (configuration not stated)	14
100	Cc1ccc(-c2cc(-c3ccccc3O)[nH]n2)cc1	-18
101	FC(F)(F)c1ccccc1NC(=S)Nc1ccccc1	4
102	CCC(Oc1ccccc1)C(=O)NC(C)c1ccccc1 (configuration not stated)	8
103	CC(=O)n1cc(/C=C2\N=C(c3ccccc3F)OC2=O)c2ccccc21	-4
104	O=[N+]([O-])c1ccc(-n2nncc2C23CC4CC(CC(C4)C2)C3)cc1	2
105	O=C(O/N=C(/c1ccncc1)c1ccc([N+](=O)[O-])cc1)c1ccccc1F	1
106	C=CCc1ccc(OCCOCCNCCCC)c(OC)c1	-6
107	O=C(/C=C/c1ccccc1)NC(=S)Nc1ccc(Cl)cc1Cl	6
108	CCN(CC)c1ccc(NC(=O)c2ccc(-c3cccc(Cl)c3)o2)cc1	1
109	O=C(Nc1ccc(Cl)cc1Cl)c1cc2nc(-c3ccccc3)cc(C(F)(F)F)n2n1	2
110	O=c1c2ccccc2nc(/C=C/c2cccc([N+](=O)[O-])c2)n1Cc1ccccc1	6
111	COc1cccc(/C=C(/C#N)C(=O)Nc2ccc(F)cc2)c1O	5
112	CCOc1ccc(Br)cc1/C=C(\C#N)c1nc2ccc(C)cc2[nH]1	5
113	O=C(NC(NCc1ccco1)C(Cl)(Cl)Cl)c1ccco1 (configuration not stated)	-7
114	COc1ccc2c(c1)-c1c(ssc1=S)C(C)(C)N2C(=O)COc1ccccc1	1
115	CC(=O)c1ccc(N2C(=O)c3ccc(C(=O)O)cc3C2=O)cc1	7
116	O=C(O)c1ccc(S(=O)(=O)n2cnc3ccccc32)cc1	4
117	COc1ccc(-c2ccc(/C=C/C(=O)c3ccc(Cl)cc3)o2)cc1	7
118	O=C(CC1(O)C(=O)Nc2ccccc21)c1ccco1 (configuration not stated)	2
119	COc1ccc(S(=O)(=O)N(CC(=O)NC2CCCCC2)c2cc(C)cc(C)c2)cc1OC	5
120	CC(=O)Nc1sc2c(c1C(=O)Nc1ccccc1C)CCC2	-3
121	CC(C)(C)c1ccc(OCCN2CCCC2)cc1	-20
122	N/C(Cc1ccc([N+](=O)[O-])cc1)=N\OC(=O)c1cccc(Br)c1	-8
123	COc1ccc(CNC(=O)C(=O)Nc2cc(C)cc(C)c2)cc1	-1
124	CC(=O)Nc1ccc(NC(=O)c2ccccc2-c2ccccc2C(=O)O)cc1	8
125	Cc1cc([N+](=O)[O-])ccc1-c1ccc(C(=O)Nc2ccc(-c3nc4ccccc4o3)c(O)c2)o1	4
126	NS(=O)(=O)c1cccc(NC(=O)c2sc3ccccc3c2Cl)c1	-4
127	CCc1ccc(-c2cc(C(=O)O)c3ccccc3n2)cc1	-18
128	Cc1ccc(C(=O)NC(=S)Nc2ncc(C(F)(F)F)cc2Cl)cc1	0
129	COc1ccc(NC(=O)C2CC2)c(OC)c1	9
130	O=C(c1cccc2ccccc12)N1CCN(c2ccccc2)CC1	2
131	CCOc1ccc(NC(=S)NC(NC(=O)c2cccc(C)c2)C(Cl)(Cl)Cl)cc1 (configuration not stated)	-2
132	C=CCN1C(=O)/C(=C\c2ccc(OC(=O)c3cccc(Br)c3)cc2)SC1=S	9
133	COc1ccc(CN2CCN(C3CCCC3)CC2)cc1Br	-2
134	CCOc1ccc(C2=C/C(=C/c3cc(Br)c(OC)cc3OC)C(=O)O2)cc1	3
135	CCOc1ccc(NC(=O)CCC(=O)NCCO)cc1	4
136	Cc1ccc(C(=O)N2CCN(C(=O)c3ccc(C)cc3)CC2)cc1	-2
137	O=C(O)c1ccc(S(=O)(=O)c2ccc3c(c2)C(=O)N(c2ccc(O)cc2)C3=O)cc1	1
138	COc1cc(C(=O)Nc2ccc(NC(C)=O)cc2)c([N+](=O)[O-])cc1OC	0
139	COCCOC(=O)c1c(C)oc2ccc(OCc3ccc(Br)cc3)cc12	2
140	O=C1c2cccc3cccc(c23)C(=O)N1CCN1CCN(CC(O)c2ccc([N+](=O)[O-])cc2)CC1 (configuration not stated)	8
141	COC(=O)NNC(=O)c1ccc(OC)c(OC)c1	1
142	COc1cccc(/C=C2\C(=O)N(c3cccc(C(=O)O)c3)N=C2C)c1	-4
